Bioassay records as filed in PubChem.
PvdQ acylase = blocks Pseudomonas aeruginosa PvdQ acylase activity. purified PvdQ acylase, fluorescence plate reader. inhibition, % at 10 µM. 340,000 compounds, 0.063% hits; in the data active means inhibition above about 30%, passing the limit was not always enough; inconclusive means no clear call, values can overlap the other calls;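 further: 0% = vehicle neutral wells and 100% = reference inhibitor wells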
SR-BI DiI inh = blocks mouse SR-BI lipid uptake from DiI-HDL; inhibition, % at 12.5 µM; ldlA[mSR-BI] CHO cells, DiI-HDL uptake fluorescence, 3 h; 320,000 compounds, 0.96% hits;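 active means mean replicate inhibition of at least 70% and a set share of replicates each scoring 70 or more; inconclusive means meets just one of the two criteria; inactive means fails both criteria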;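 further: 0% = median of neutral control wells and 100% = median of positive control wells; values of inactives mirror those of a sister screen read the other way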
NSD2 HMT inh = NSD2 (human) methyltransferase inhibition. NSD2 peptide methylation, AlphaScreen, 120 min. inhibition, % at 12.5 µM. 310,000 compounds, 0.54% hits. AID 743445; in the data active means inhibition above about 50%
HTR5A inv ag = counter-screen for OPRM1-OPRD1 inverse agonists: human HTR5A inverse agonism; P47898; HTR5A cell line, luminescence; inhibition, % at 9.3 µM; 340,000 compounds, 0.083% hits; AID 504634; in the data active means inhibition mostly above about 23%, no sharp cut-off; inactive means mostly below about 18%;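 further: 0% = cells with DMSO and 100% = no-cell wells with DMSO; some compounds called inactive have numbers as strong as hits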
Target sequence (P47898 whole entry, looked up): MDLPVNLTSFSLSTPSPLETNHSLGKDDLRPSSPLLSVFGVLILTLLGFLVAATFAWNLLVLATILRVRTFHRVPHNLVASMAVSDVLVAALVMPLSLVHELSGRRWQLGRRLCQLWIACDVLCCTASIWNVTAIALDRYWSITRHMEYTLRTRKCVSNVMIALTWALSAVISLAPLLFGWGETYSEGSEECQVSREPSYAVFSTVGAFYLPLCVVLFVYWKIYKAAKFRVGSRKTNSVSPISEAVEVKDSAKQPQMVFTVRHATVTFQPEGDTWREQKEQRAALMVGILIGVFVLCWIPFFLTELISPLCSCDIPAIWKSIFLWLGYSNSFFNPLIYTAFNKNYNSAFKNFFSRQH
Wnt bcat act = activators of Wnt/beta-catenin signaling; Wnt/beta-catenin reporter cell assay, activator, plate reader; activation, % at 9.35 µM; 300,000 compounds, 1.2% hits; in the data active means activation above about 30%, passing the limit was not always enough; inconclusive means no clear call, values can overlap the other calls;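 further: 0% = neutral control wells and 100% = positive control wells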
CDK5 p35 inh = inhibitors of human CDK5/p35 kinase; Recombinant CDK5/p35, ADP-Glo luminescence, 60 min; Q00535+Q15078; AID 488839; inhibition, % at 10 µM; 330,000 compounds, 0.01% hits;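 active means highest replicate inhibition of at least 50% and at least 75% of replicates reaching 50%; inconclusive means only one of the two criteria met; inactive means both criteria failed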;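 further: plate controls were DMSO neutral control for no effect and GW8510 at 10 µM for full effect; many of its hits are not listed in these tables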
Target sequence (Q00535 whole entry, looked up): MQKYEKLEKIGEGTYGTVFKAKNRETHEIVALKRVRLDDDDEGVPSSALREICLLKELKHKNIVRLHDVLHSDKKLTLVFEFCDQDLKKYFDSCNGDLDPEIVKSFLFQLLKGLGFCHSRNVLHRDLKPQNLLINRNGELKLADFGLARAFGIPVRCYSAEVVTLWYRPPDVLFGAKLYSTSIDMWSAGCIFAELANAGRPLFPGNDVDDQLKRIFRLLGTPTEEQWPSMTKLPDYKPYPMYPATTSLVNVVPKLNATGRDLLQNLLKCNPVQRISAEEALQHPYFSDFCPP
Target sequence (Q15078 whole entry, looked up): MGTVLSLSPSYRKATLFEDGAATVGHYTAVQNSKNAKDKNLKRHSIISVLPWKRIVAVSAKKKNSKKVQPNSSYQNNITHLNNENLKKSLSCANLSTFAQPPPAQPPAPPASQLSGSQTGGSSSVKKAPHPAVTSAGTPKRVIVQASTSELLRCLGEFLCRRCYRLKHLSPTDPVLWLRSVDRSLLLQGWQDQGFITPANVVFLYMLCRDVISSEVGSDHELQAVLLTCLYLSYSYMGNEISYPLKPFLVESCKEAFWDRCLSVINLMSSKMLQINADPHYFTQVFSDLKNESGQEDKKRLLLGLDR
MITF TRPM1 HTS = activators of MITF-driven TRPM1 promoter activity in SK-MEL-5 cells; 300,000 compounds, 0.75% hits; activation, % at 12.5 µM; SK-MEL-5 TRPM1-promoter luciferase, 24 h; % of positive control, neutral wells = 0; AID 588334;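 active means mean activation of at least 80% with every replicate also reaching 80%; inconclusive means mean reaches 80% but some replicate falls short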;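 further: 0% = neutral control wells and 100% = parthenolide positive control wells; values of inactives mirror those of a sister screen read the other way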
V-ATPase pH = yeast V-ATPase proton transport regulation by pHLuorin. 350,000 compounds, 0.37% hits. response, % at 10 µM. AID 504577. S. cerevisiae, pHLuorin cytosolic pH fluorescence; in the data active means response mostly above about 7.3%, no sharp cut-off; inactive means mostly below about 5.4%; further: actives read high; inactives centre near 0; some compounds called inactive have numbers as strong as hits; reference of the scale not given here
HTR5A ag ctr = HTR5A agonism, opioid heterodimer counter-screen; P47898; HTR5A agonist assay, luminescence, cell-based; activation, % at 9.3 µM; 340,000 compounds, 0.61% hits; AID 504692; in the data active means activation mostly above about 9.5%, no sharp cut-off; inactive means mostly below about 7.6%;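 further: 0% = cells with vehicle only and 100% = reference agonist; strong numbers were not always called active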
dFosB act = activators of mouse delta FosB homodimer. P13346. activation, % at 25 µM. AID 493131. 340,000 compounds, 0.99% hits. purified delta FosB, TAMRA-CDK5 oligo fluorescence polarization; percent of positive-control signal above neutral wells;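 active means mean activation above about 17%, with every replicate also reaching it, limit read from the data, passing the limit was not always enough; inconclusive means only one of the two conditions met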;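 further: fluorescence polarization rise as delta FosB binds a TAMRA Cdk5 AP-1 oligo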
Numbers without * were called inactive; ? = inconclusive; · = no result given.

Below each compound: PvdQ acylase | SR-BI DiI inh | NSD2 HMT inh | HTR5A inv ag | Wnt bcat act | CDK5 p35 inh | MITF TRPM1 HTS | V-ATPase pH | HTR5A ag ctr | dFosB act
COc1ccc(-c2sc3ccccc3c2-c2ccc(OCCN3CCCCC3)cc2)cc1
    -8 | 14 | · | -6 | -3 | 0.8 | 19 | 3 | 2 | ?
O=C(NCCN1CCOCC1)c1cc(Cl)ccc1Cl
    -9 | -17 | -3 | 9 | -2 | 1.3 | · | -1 | -3 | 3
CCOc1cc(-c2noc(CCC(=O)NCC3CCCO3)n2)ccc1OC (centres undefined)
    -18 | · | -1 | -25 | 0 | 1.0 | -8 | 0 | 8 | 1
O=C(C[n+]1ccccc1)N/N=C/c1ccccc1[N+](=O)[O-]
    1 | 4 | -3 | 2 | 0 | -0.5 | -19 | -3 | 5 | -8
Cc1ccccc1CSc1ncnc2ccccc12
    -4 | 9 | -5 | 13 | 14 | -5.7 | 22 | -2 | -5 | -10
CC(=O)NC(Cc1c[nH]c2ccccc12)C(=O)NCc1ccc2c(c1)OCO2 (centres undefined)
    9 | -6 | 2 | -4 | · | 3.8 | 0 | -6 | 4 | -7
O=C(CCC(=O)N1CCCC1)Nc1nnc(C(F)(F)F)s1
    15 | -6 | -1 | 5 | · | 2.5 | -10 | -5 | 8 | -1
CC1(C)CC(=O)c2cnc(NC(=O)CSC(=S)N3CCCCC3)nc2C1
    2 | -2 | 36 | 1 | -4 | 2.6 | · | 2 | 4 | -2
O=C(O)CC(NC(=O)c1cccc(F)c1)c1ccc(OC2CCCC2)cc1 (centres undefined)
    -3 | · | -4 | 2 | -3 | -3.6 | 2 | 9 | -1 | -5
O=C(N/N=C/c1ccc(O)c2ncccc12)c1cccc(Br)c1
    -19 | 72* | -2 | 7 | -5 | -0.9 | -65 | 3 | -3 | -2
CCN(CC(=O)NCc1ccc(F)cc1)S(=O)(=O)c1ccc(C)cc1
    17 | -16 | 2 | 10 | -2 | 0.8 | 2 | 0 | -3 | 3
CCc1ccccc1N1CSC2=C(C#N)C(c3cc(OC)c(OC)cc3OC)CC(=O)N2C1 (centres undefined)
    6 | 31 | · | 10 | · | 0.5 | · | 0 | -3 | -9
COc1ccc(CNC(=O)C(=O)NCCCn2ccnc2)cc1
    -13 | -1 | -1 | 1 | -2 | 0.4 | -1 | 2 | -1 | 0
CCC(CC)Nc1ccc(C(CC(N)=O)NC(=O)c2ccccc2)cc1[N+](=O)[O-] (centres undefined)
    -4 | · | · | 8 | -4 | 0.8 | 2 | -2 | -3 | -4
CC(=O)c1c(OCC(=O)O)ccc2c(C)cc(=O)oc12
    1 | -30 | 1 | 22 | -1 | 0.1 | 3 | -2 | 1 | 2
O=C(Nc1ccc(C(=O)N2CCCC2)cc1)C1CCC1
    -10 | -13 | · | 0 | -1 | 1.0 | 8 | 3 | 0 | -7
CC(=O)Nc1ccc(S(=O)(=O)NCCNc2ccccc2[N+](=O)[O-])cc1
    8 | -4 | 3 | 27 | 0 | -1.4 | 3 | -8 | -1 | -3
Cc1ccccc1NC(=O)CSc1nc(N)c2c3c(sc2n1)CSC(C)(C)C3
    -11 | 16 | -1 | 8 | -5 | -2.6 | 8 | 4 | -3 | -16
CCOc1c(Cl)cc(/C=C/C(=O)N(CC)CC(=O)NCc2cccs2)cc1OC
    -14 | 32 | 1 | -3 | -4 | -0.3 | -1 | -2 | -2 | 1
CN(C)c1ccc(C(=O)n2nnc3ccccc32)cc1
    11 | -28 | -4 | 11 | 1 | -0.3 | 4 | -10 | -1 | -5
Cn1ncc2c(NNC(=O)c3ccc(O)cc3)ncnc21
    -17 | -17 | -6 | 16 | -2 | -2.1 | -9 | -3 | 5 | -5
Cc1cccc(N2C(=O)c3cccnc3C2=O)c1
    11 | -22 | -2 | -17 | -4 | -2.2 | -8 | 0 | 0 | 1
CCOC(=O)C1CCN(c2ncnc3c2c(-c2ccccc2)cn3-c2ccccc2)CC1
    4 | 42 | 7 | -5 | -3 | 2.5 | -6 | 4 | 2 | -4
O=C(NCC1CCCN1S(=O)(=O)c1cccs1)c1ccccc1F (centres undefined)
    -16 | 5 | 1 | 2 | -2 | 1.2 | 5 | 4 | -1 | -5
O=[N+]([O-])c1ccccc1N/N=C1\CCc2ccccc21
    -5 | -3 | 1 | -3 | 48* | -0.4 | 29 | 2 | 1 | 2
Cc1ccc(C(=O)N/N=C\c2ccc([N+](=O)[O-])o2)cn1
    8 | 18 | 4 | -22 | 6 | 0.4 | · | -2 | -6 | -5
O=C(COC(=O)c1ccc[nH]c1=O)NC1CCCc2ccccc21 (centres undefined)
    -2 | -23 | -4 | -13 | 10 | -0.7 | -1 | 2 | 4 | -2
COc1ccc(NC(=O)c2ccc(OC)cc2)cc1
    -1 | 17 | · | -10 | · | 1.2 | 62 | -3 | 3 | 0
COc1cccc(OC)c1C1=CC(=O)C[C@H](c2ccc3c(c2)OCO3)C1
    -13 | 1 | · | -26 | -2 | -2.2 | -5 | 0 | -1 | -11
CN(C(=O)c1cccc(C#N)c1)c1nnc(-c2cnccn2)s1
    -1 | -9 | -2 | -4 | 1 | -0.4 | 7 | 2 | 5 | 3
COC(=O)[C@@]1(Cc2ccc(OC)cc2)[C@H]2c3cc(C(=O)N(C)C)n(CCSCCO)c3C[C@H]2CN1C(=O)c1ccccc1
    2 | -7 | · | -12 | · | -0.2 | 3 | -7 | 4 | -5
CCN(CC)C(=O)CN1C(=O)C2(NC(=O)c3ccccc3N2)c2ccccc21 (centres undefined)
    -1 | -4 | · | 0 | -2 | -0.7 | · | 1 | 0 | -6
Brc1ccc(CSc2ccc3nnc(-c4ccccn4)n3n2)cc1
    -3 | 3 | 0 | -9 | -2 | -2.6 | 9 | 2 | 3 | -17
O=C1c2cccnc2Nc2ccccc2N1CCCF
    -14 | -23 | 0 | 3 | 2 | 0.0 | · | 1 | 3 | -1
Cc1cc(C)c(C)c(C(=O)COC(=O)CNC(=O)CNC(=O)c2ccco2)c1C
    -7 | 13 | -4 | 9 | -1 | -6.5 | -1 | 4 | -2 | -2
O=C(/C=C/Nc1ccccc1Oc1ccccc1)c1ccco1
    0 | 10 | 6 | -6 | -1 | -0.4 | 5 | 0 | 2 | -8
Cn1c(SCC(=O)NCc2cccs2)nnc1-c1cccs1
    9 | -8 | -2 | -6 | -4 | -1.2 | 3 | 1 | 2 | -2
C/C(=N\NS(=O)(=O)c1ccccc1)c1ccccc1
    -6 | -3 | · | -6 | -2 | -3.9 | -2 | 7 | 2 | -6
Cc1ccc(NC(=O)c2ccc3nsnc3c2)c(C)c1
    6 | 11 | 9 | 13 | 10 | -1.3 | 54 | -1 | -4 | 2
O=C(Nc1ccccc1OC(F)(F)F)c1ccc([N+](=O)[O-])cc1
    -17 | 5 | -4 | 3 | -2 | -0.4 | -3 | -2 | 0 | -2
CCc1ccc(CNCc2ccc(OCC(O)CN(C)Cc3ccccc3)cc2)nc1 (centres undefined)
    -10 | -1 | · | -16 | -7 | -2.3 | -4 | -2 | 6 | -3
COc1ccc(NC(=O)c2cc(C)on2)cc1
    -8 | · | -2 | -4 | 34* | 0.7 | 75 | 4 | 2 | -3
CNC(=S)NN(C)c1nc(C)cc(C)n1
    5 | -1 | 23 | -17 | · | · | -11 | 1 | 2 | 2
C/C=C/C=C/C(=O)N1CC2(CC(c3cccc(NC(=O)/C=C/C)c3)=NO2)C[C@@H]1C(N)=O (some centres undefined)
    -3 | -9 | · | -35 | 0 | 1.1 | 1 | -2 | 12 | 4
O=C(CNC(=O)c1ccccc1F)N/N=C/c1ccc2c(c1)OCO2
    -6 | -17 | · | -2 | 10 | 0.0 | 56 | -1 | 0 | 3
CCOc1ncccc1C(=O)OCC(=O)NCc1cccs1
    -8 | -8 | -2 | 11 | 0 | -0.8 | 2 | -1 | -4 | 0
COc1cc(NC(=O)COC(=O)CNC(=O)C2CCCCC2)cc(OC)c1
    -7 | 3 | -2 | 3 | -2 | 0.7 | -4 | 0 | -1 | -5
COc1ccc(-c2csc(N(CC3CCCO3)C(=O)c3cccs3)n2)cc1 (centres undefined)
    -7 | 68 | -2 | 23 | · | -0.2 | -10 | 4 | -9 | -10
O=C(CN1CCC(n2nnc3cc(C(F)(F)F)ccc32)CC1)NCc1cccs1
    -4 | 12 | 4 | 4 | · | 0.8 | -16 | -4 | 1 | -19
COc1ccccc1-c1cc(-c2ccccc2)nc(=O)[nH]1
    -6 | 35 | -2 | 12 | 11 | -1.4 | -5 | 4 | -3 | -16
O=c1ccn(Cc2ccccc2Cl)cc1
    -7 | -20 | -1 | -10 | · | 0.1 | -4 | -3 | -5 | 2
CCCc1cc(=O)[nH]c(SCC(=O)N2CCCCCC2)n1
    -7 | -18 | -1 | 21 | -3 | -6.0 | -2 | 1 | -2 | -1
O=c1[nH]c(NCCO)nc2c1C1(CCCC1)Cc1ccccc1-2
    -9 | -12 | · | -9 | 1 | -0.2 | -9 | -4 | -3 | -4
Cc1ccc(-n2c(=O)c3sccc3n(Cc3cc(=O)n4cc(Cl)ccc4n3)c2=O)cc1F
    0 | 25 | -5 | 6 | · | · | -9 | 3 | 3 | -15
O=C(Nc1cccc(C(=O)N2CCOCC2)c1)c1ccc([N+](=O)[O-])cc1
    -5 | 4 | -5 | -6 | 6 | 0.4 | -3 | -3 | 2 | 5
C#CCN1Cc2ccccc2Oc2cc(Br)ccc2S1(=O)=O
    -11 | 23 | · | 3 | -1 | 0.2 | -1 | -1 | -1 | -8
CSc1ncccc1C(=O)N1CCN(S(=O)(=O)c2ccc3ccccc3c2)CC1
    0 | -3 | -2 | 5 | -3 | 0.3 | -11 | 10* | 2 | -9
S=c1[nH]nc(-c2ccc(Cl)cc2)n1-c1cccnc1
    -12 | -9 | -8 | 3 | 1 | 3.5 | 1 | -2 | -2 | -1
COc1ccc(C2CC(c3ccccc3)=NN2C(=O)COC(=O)c2cccnc2)cc1 (centres undefined)
    -4 | -4 | -1 | 11 | -1 | 0.2 | 0 | 8 | -4 | 4
CNC(=O)CSc1nnc(-c2cccc(S(=O)(=O)N3CCOCC3)c2)n1-c1ccc(F)cc1
    -10 | 15 | -4 | 3 | -6 | -0.1 | · | -3 | 2 | 5

Additional results follow.
Below each compound: PvdQ acylase | SR-BI DiI inh | NSD2 HMT inh | HTR5A inv ag | Wnt bcat act | CDK5 p35 inh | MITF TRPM1 HTS | V-ATPase pH | HTR5A ag ctr | dFosB act
S=c1nc(-c2sccc2OCc2ccc(Cl)cc2Cl)[nH][nH]1
    -18 | -3 | 2 | -2 | -1 | 5.1 | -4 | 0 | 0 | -2
COC(=O)C(C)Nc1cccc(Br)c1 (centres undefined)
    -8 | · | -2 | -6 | 0 | -1.9 | -2 | -4 | 0 | -2
N#CCCCc1cc2ccccc2cn1
    6 | -14 | · | -20 | 1 | 6.6 | 12 | 0 | 6 | -3
CCCCn1c(N)c(N(C)C(=O)c2ccc(Br)o2)c(=O)[nH]c1=O
    7 | -11 | 7 | -24 | -3 | -1.3 | -10 | -1 | 9 | -5

Compounds were not picked by outcome. About 5% of those tested had a hit in this group.
